ZTA counter – ZTA (EBV) inhibition in EBNA-1 counter-screen; P03206; ZTA-DNA binding, fluorescence polarization; inhibition, % at 11 µM; hit rate 0.15% among 320,000; AID 2234; in the data active means inhibition above about 33%
PREPL inh – inhibitors of human prolyl oligopeptidase-like enzyme PREPL; recombinant PREPL, fluorescence polarization activity-based probe; inhibition, % at 5.96 µM; Q4J6C6; hit rate 0.68% among 320,000; in the data active means inhibition above about 43%;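 further: 0% = enzyme with DMSO and 100% = wells lacking enzyme; many of its hits are not listed in these tables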
PAD4 inh – PAD4 (human) enzyme inhibition; inhibition, % at 6.36 µM; hit rate 0.41% among 330,000; Q9UM07; recombinant PAD4, RCA probe fluorescence polarization; AID 485272;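 active means percent inhibition above a cutoff equal to the mean of all tested compounds plus 3 SD, cut at about 15% in these data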;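 further: 0% = PAD4 with RCA probe and DMSO and 100% = probe without PAD4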
Target sequence (Q9UM07 whole entry, looked up): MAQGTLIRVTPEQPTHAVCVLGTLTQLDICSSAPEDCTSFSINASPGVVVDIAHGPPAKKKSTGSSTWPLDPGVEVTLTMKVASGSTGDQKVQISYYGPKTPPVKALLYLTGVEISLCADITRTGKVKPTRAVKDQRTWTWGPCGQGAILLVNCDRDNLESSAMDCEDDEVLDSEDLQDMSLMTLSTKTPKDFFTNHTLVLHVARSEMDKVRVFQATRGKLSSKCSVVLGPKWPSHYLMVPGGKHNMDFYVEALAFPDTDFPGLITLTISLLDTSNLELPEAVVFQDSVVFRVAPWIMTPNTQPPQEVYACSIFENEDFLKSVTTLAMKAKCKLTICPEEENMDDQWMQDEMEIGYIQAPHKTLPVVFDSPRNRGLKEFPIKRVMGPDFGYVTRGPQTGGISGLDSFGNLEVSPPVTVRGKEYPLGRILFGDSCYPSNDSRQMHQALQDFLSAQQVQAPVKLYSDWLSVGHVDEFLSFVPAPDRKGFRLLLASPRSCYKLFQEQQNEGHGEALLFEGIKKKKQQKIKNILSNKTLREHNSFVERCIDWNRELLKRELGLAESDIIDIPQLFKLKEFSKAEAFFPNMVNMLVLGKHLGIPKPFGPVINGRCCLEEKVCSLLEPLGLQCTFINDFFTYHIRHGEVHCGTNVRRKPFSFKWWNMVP
LYPLA2 inh – counter-screen for PME1 inhibitors: inhibitors of human LYPLA2. inhibition, % at 5.9 µM. recombinant LYPLA2, FP-Rh probe fluorescence polarization. O95372. hit rate 0.38% among 320,000;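 active means inhibition above the screen-wide mean plus 3 SD, limit set per campaign, cut at about 26% in these data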;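 further: 0% = LYPLA2 with DMSO and 100% = wells lacking LYPLA2 enzyme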
GSTO1 counter – blocks human GSTO1 in RBBP9 counter-screen; P78417; recombinant GSTO1, activity-based probe fluorescence polarization; inhibition, % at 5.96 µM; hit rate 1.1% among 300,000; AID 1974;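 active means inhibition above the campaign mean inhibition plus 3 SD, cut at about 35% in these data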;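 further: 0% = GSTO1-1 with DMSO and 100% = wells lacking GSTO1-1 enzyme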
PAFAH1B3 FP inh – PAFAH1B3 (human) inhibition; inhibition, % at 3.39 µM; hit rate 0.28% among 340,000; AID 492972; recombinant PAFAH1B3, FP-rhodamine probe, fluorescence polarization;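 active means inhibition above the screen-wide average of all tested compounds plus 3 SD, cut at about 25% in these data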;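 further: 0% = enzyme with DMSO only and 100% = wells lacking PAFAH1B3 protein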
Target sequence (Q15102 whole entry, looked up): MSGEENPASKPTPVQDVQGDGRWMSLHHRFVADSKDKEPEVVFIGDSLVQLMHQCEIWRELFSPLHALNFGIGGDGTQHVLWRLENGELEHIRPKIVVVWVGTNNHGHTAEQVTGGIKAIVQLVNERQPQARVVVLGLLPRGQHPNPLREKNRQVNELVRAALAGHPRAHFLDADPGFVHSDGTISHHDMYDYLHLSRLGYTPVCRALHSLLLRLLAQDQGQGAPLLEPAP
EBNA-1 inhibitor – blocks EBNA-1 binding to DNA; EBNA-1 DNA binding, fluorescence polarization; inhibition, % at 14.8 µM; hit rate 0.34% among 300,000; in the data active means inhibition above about 28%
LYPLA1 counter – counter-screen for PME1 inhibitors: inhibitors of human LYPLA1; O75608; recombinant LYPLA1, FP-Rh probe fluorescence polarization; inhibition, % at 5.9 µM; hit rate 0.16% among 320,000; AID 2174;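 active means inhibition above the mean of all tested compounds plus 3 SD, set per campaign, cut at about 14% in these data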;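 further: inhibitors block serine hydrolase probe labeling of LYPLA1 so polarization falls; 0% = enzyme with DMSO and 100% = wells lacking LYPLA1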
PAFAH2 inh – PAFAH2 (human) inhibition. recombinant PAFAH2, FP-rhodamine activity probe, fluorescence polarization. inhibition, % at 3.39 µM. hit rate 0.99% among 340,000;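 active means inhibition above the mean over all tested compounds plus 3 SD, cut at about 30% in these data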;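 further: inhibitors block probe labeling of enzyme so polarization drops; 0% = enzyme with DMSO and 100% = wells lacking PAFAH2 protein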
* marks the source's active call; other numbers are inactive results; / = no result given; & = joins results of further samples.

SMILES	ZTA counter	PREPL inh	PAD4 inh	LYPLA2 inh	GSTO1 counter	PAFAH1B3 FP inh	EBNA-1 inhibitor	LYPLA1 counter	PAFAH2 inh
CCOCCOC(=O)COc1ccc2c(=O)c(Oc3ccc(OC)cc3)coc2c1	-5	1	0	2	-4	-1	-11	-2	8
Cc1cccc(OCc2n(CC(=O)OC3CC(C)CCC3C(C)C)c3ccccc3[n+]2C)c1 (stereo not drawn)	-5	13	-2	4	2	13	-16	5	5
CNC(=S)N/N=C/c1ccc(-c2ccc(C(=O)O)cc2)o1	1	14	-1	9	8	6	3	0	4
COC(=O)C1=C(C)N(c2ccc(C(=O)OC)cc2)C(=O)C1	9	4	-8	-7	2	0	16	-3	12
O=C(c1cnn(-c2nc3ccccc3s2)c1)c1ccccc1O	12	-10	1	-15	-14	-8	-1	-10	-7
COc1ccc(C[C@H]2CN3C(=NC[C@@H]3Cc3ccc(O)cc3)N2CCNC(=O)c2ccc(C)c(Br)c2)cc1	0	30	-5	-3	-2	5	-12	-3	-4
CC(=O)NC(CC(=O)NNC(=O)COc1c(C)cccc1C)c1ccccc1 (stereo not drawn)	/	7	-4	/	/	7	/	/	6
Cc1cccc(NC(=S)NCCc2c[nH]c3ccccc23)c1	12	6	0	2	2	5	1	-3	3
O=c1cc(N2CCCCC2)c(-c2ccccc2)n[nH]1	-6	1	0	0	-4	8	6	-2	-3
COc1ccc(NS(=O)(=O)c2ccc(NC(=O)C(CCSC)NC(N)=O)cc2)cc1 (stereo not drawn)	-11	-1	4	-3	18	-2	-4	1	-6
O=C(COc1ccc(Cl)cc1[N+](=O)[O-])N1CCCCC1	9	-5	-3	9	3	5	-4	2	2
CC(=O)N1CCN(CCN=CC2=C(O)CC(C)(C)CC2=O)CC1	5	4	-5	7	3	0	7	1	4
CC(C)CC(=O)Nc1ccc(Nc2ccccc2)cc1	-1	32	1	6	-5	0	6	4	-2
CC(=O)N1CCN(C(=O)COC(=O)c2ccc(S(C)(=O)=O)cc2)CC1	/	0	7	/	/	5	/	/	-19
N#Cc1nc(COc2ccc(F)cc2)oc1N1CCCCC1	-18	18	-1	3	-4	5	-1	5	-1
COC(=O)C1=C(C(=O)OC)[C@@H]2N(C)c3ccc(OC)cc3[C@@]23C[C@@H](C(=O)OC)N(C(=O)NCCBr)C3=N1	11	2	4	-8	5	/	6	-3	/
COc1ccc(C(C)NC(=O)CCc2ccccc2)cc1 (stereo not drawn)	16	-5	3	-6	1	10	7	-1	0
C=C1C[C@]23C[C@@]1(O)CC[C@H]2[C@@]12C=C[C@H](O)[C@@](C)(C(=O)O1)[C@H]2[C@@H]3C(=O)O	1&-24	1&1	-2&-1	2&4	5	4&1	-3	4&-4	-2&2
Cc1ccc(-c2nnc(NCc3nc4ccccc4[nH]3)c3ccccc23)cc1S(=O)(=O)N1CCOCC1	10	-2	0	-35	-10	-5	3	-18	-10
O=C(CN(Cc1ccco1)Cc1cccs1)N1CCN(S(=O)(=O)c2cccc(F)c2)CC1	2	17	-3	0	/	4	/	-5	0
Cc1cccc(C)c1NC(=O)CCN1C(=O)C2C3CCC(C3)C2C1=O (stereo not drawn)	2	1	-5	9	1	3	11	0	-3
NC(=O)c1cccc(NC(=O)Nc2ccc(Cl)cc2)c1	7	-4	-3	0	5	3	38*	0	8
Cc1ccc(C)c(C(=O)C(C)Sc2nc3nn(-c4ccccc4)c(=O)c-3c3n2CCCCC3)c1 (stereo not drawn)	13	6	-4	-2	-3	8	1	-1	-4
O=C(NCc1nc(-c2ccc(Cl)cc2)no1)c1ccc2c(c1)OCO2	17	-47	0	-8	6	-2	1	-5	1
Cc1cc(C)n(CC(=O)NNC(=O)c2cccc(C(F)(F)F)c2)n1	4	3	5	-2	-2	4	6	0	2

Ordered by value in PAFAH1B3 FP inh (lowest first): three from the list above.
| SMILES | PAFAH1B3 FP inh |
| --- | --- |
| O=C(NCc1nc(-c2ccc(Cl)cc2)no1)c1ccc2c(c1)OCO2 | -2 |
| O=C(COc1ccc(Cl)cc1[N+](=O)[O-])N1CCCCC1 | 5 |
| Cc1ccc(C)c(C(=O)C(C)Sc2nc3nn(-c4ccccc4)c(=O)c-3c3n2CCCCC3)c1 (stereo not drawn) | 8 |

Printed as active in EBNA-1 inhibitor, of those listed so far:
structure	PREPL inh	PAD4 inh	PAFAH1B3 FP inh	EBNA-1 inhibitor	PAFAH2 inh
NC(=O)c1cccc(NC(=O)Nc2ccc(Cl)cc2)c1	-4	-3	3	38*	8

Additional structures.
SMILES	ZTA counter	PREPL inh	PAD4 inh	LYPLA2 inh	GSTO1 counter	PAFAH1B3 FP inh	EBNA-1 inhibitor	LYPLA1 counter	PAFAH2 inh
OCc1nc2ccccc2n1CC(O)Cn1ccc2ccccc21 (stereo not drawn)	-7	10	-10	3	4	1	-5	2	1
COc1ccccc1-c1ccc(SCc2ccccc2F)nn1	20	6	-4	9	3	6	2	2	6
O=C(Nc1cccc(C(F)(F)F)c1)c1ccc2nc(N3C(=O)CCC3=O)sc2c1	14	-1	-2	-33	-33	-20	7	-31	-34
COc1ccccc1NC(=S)N1CCC(c2nc3ccccc3o2)CC1	-17	10	0	1	2	-7	-12	-2	5
CCOc1ccc(N(CC(=O)NC2CC3CCC2C3)S(=O)(=O)c2ccc(C)cc2)cc1 (stereo not drawn)	0	5	3	-8	5	-11	-10	-4	8
c1ccc2c(c1)Cn1nc(Cc3nc4c(s3)CCCC4)nc1-2	2	27	-8	-5	4	2	2	0	19
Cc1occc1C(=O)NNC(=O)C(c1ccccc1)c1ccccc1	3	-1	-14	-3	13	-4	-12	-4	-2
COc1ccc(CC(=O)Nc2ccc(S(=O)(=O)Nc3cc(C)on3)cc2)cc1	-2	10	-3	5	-1	1	-7	4	0
Cc1ccccc1NC(=O)COC(=O)Cc1cccc(C(F)(F)F)c1	-2	-5	-3	0	2	1	-7	4	-1
Cc1ccc2nc(-c3ccc(Br)cc3)cn2c1	-3	-25	-5	4	-8	5	-5	-1	-4
Cc1c(Br)c(C(F)(F)F)nn1CC(=O)NCc1ccccc1	-8	-3	3	-6	-18	3	-5	-3	-1
Oc1ccc(Br)cc1-c1nc2cnccn2c1NC1CCCCC1	6	9	0	-9	11	11	-5	-5	-3
Cc1cc(C(=O)OCC(=O)Nc2cc(Cl)ccc2C)c(C)o1	28	-3	-1	-1	/	-1	/	0	14
O=C(CCCN1C(=O)/C(=C/c2cccs2)SC1=S)Nc1cccc(C(=O)O)c1	-16	-13	2	-11	15	8	-10	0	6
CCCOc1ccc(CCC(=O)O)cc1	6	4	-6	10	10	4	-2	4	7
CCN(CC)CCn1c2c(c(SCC(=O)Nc3nc(C)cs3)nc1=O)CCC2	-2	-5	7	-5	18	10	-1	6	-5
Cc1ccc(CN2C(=O)C(Cc3ccccc3)Nc3ncnc(N4CCCCC4)c32)cc1 (stereo not drawn)	4	1	-2	-3	4	4	11	-4	9
O=C(NC1=NCCS1)c1ccccc1F	-13	22	-1	4	3	/	-3	3	/
COCCNC(=O)C(c1ccc(C)cc1)N(C(=O)C(=O)NC1CCCC1)c1ccc2c(c1)OCCO2 (stereo not drawn)	0	-4	-5	-2	4	9	-5	3	4
Cc1cc(C)nc(NC2=NCC(=O)N2c2ccccc2Br)n1	17	-2	-1	1	-1	3	-1	-2	-7
COc1cc(N)c(Cl)cc1C(=O)OCC(=O)c1ccc2c(c1)NC(=O)CO2	-19	15	-3	12	-9	0	-15	1	1
Cn1c(NC(=O)c2ccc(Cl)cc2Cl)cc(=O)n(C)c1=O	-8	0	-1	-1	6	-3	6	-2	-4
CC(=O)c1ccc(NC(=O)C(C)Sc2nnc(-c3ccncc3)n2C2CC2)cc1 (stereo not drawn)	/	31	0	/	/	6	/	/	3
CSc1nc2c(c(C(F)(F)F)n1)CC(C)CC2 (stereo not drawn)	17	7	1	5	6	-4	2	2	4
CNc1oc(/C=C/c2cccc(OC)c2)nc1C#N	0	12	-1	-12	0	14	8	2	1

Continued.
SMILES	ZTA counter	PREPL inh	PAD4 inh	LYPLA2 inh	GSTO1 counter	PAFAH1B3 FP inh	EBNA-1 inhibitor	LYPLA1 counter	PAFAH2 inh
O=c1oc2ccccc2cc1-c1nnc(NCc2ccco2)s1	17	3	0	2	-1	3	10	-6	7
O=C(Nc1ccc(OC(F)(F)F)cc1)Nc1cccc([N+](=O)[O-])c1	-20	22	-5	-74	-35	-75	2	-31	-84
CC(=O)c1cnc2n(c1=O)CCS2	-17	11	-3	3	10	12	-7	3	4
COc1ccccc1C(=O)NC(=O)COC(=O)Cn1cnc2c1c(=O)n(C)c(=O)n2C	7	2	2	-3	2	10	-3	-4	3
COc1ccccc1C1CC(c2ccco2)=NN1c1ccccc1 (stereo not drawn)	14	0	-1	-6	1	5	-5	-6	-3
COCCC(=O)N1CCC(Oc2ccc(C(=O)N(C)C(C)c3ccon3)cc2)CC1 (stereo not drawn)	0	2	-3	6	0	6	4	5	4
CCN1CCc2c(OCC(=O)N3CCCc4ccccc43)cccc2C1=O	15	-1	-3	0	-10	6	4	-2	3
CN1C(=O)C(C)(C)c2cc(S(=O)(=O)NCc3ccc(C(=O)NCc4ccco4)cc3)ccc21	15	-1	3	1	13	-1	3	2	2
Cc1ccc2cc(C=O)c(N(C)C)nc2c1	10	25	-8	-4	5	-7	-6	4	1
CC(=O)c1ccc(NC(=O)CSc2ccc(-c3sc(C)nc3C)nn2)cc1	5	-17	1	-1	2	13	-12	-6	6

In a second layout: results already given
structure,ZTA counter,PREPL inh,PAD4 inh,LYPLA2 inh,GSTO1 counter,PAFAH1B3 FP inh,EBNA-1 inhibitor,LYPLA1 counter,PAFAH2 inh
COCCC(=O)N1CCC(Oc2ccc(C(=O)N(C)C(C)c3ccon3)cc2)CC1 (stereo not drawn),0,2,-3,6,0,6,4,5,4
CCN1CCc2c(OCC(=O)N3CCCc4ccccc43)cccc2C1=O,15,-1,-3,0,-10,6,4,-2,3
CC(=O)c1cnc2n(c1=O)CCS2,-17,11,-3,3,10,12,-7,3,4
COc1ccccc1C(=O)NC(=O)COC(=O)Cn1cnc2c1c(=O)n(C)c(=O)n2C,7,2,2,-3,2,10,-3,-4,3
COc1ccccc1C1CC(c2ccco2)=NN1c1ccccc1 (stereo not drawn),14,0,-1,-6,1,5,-5,-6,-3
Cc1ccc2cc(C=O)c(N(C)C)nc2c1,10,25,-8,-4,5,-7,-6,4,1

From PubChem

The list is partial, so the mix of outcomes need not match the whole.
